# SW480 rerep: induces DNA re-replication in SW480 colon adenocarcinoma cells; hit rate 1.8% among 340,000; SW480 DNA re-replication, Hoechst DNA content imaging, 48 h; Potency, µM (titrated, usually from 46.1 µM), inactives show at the highest dose re-replication activation, actives largely listed as activators; also: potency is read from the fitted curve at half-maximal effect; % of control where 0% means no effect; nearly all actives have a fitted effect of over 55% in size
#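 Per well, 250 cells were exposed to pinned compound for 48 hr. Nuclear DNA was visualised with Hoechst (40 min, 37 C) and total object intensity recorded by fluorescence scanning.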
# KB-3-1 tox: kills parental KB-3-1 adenocarcinoma cells | Potency, µM (highest dose often 46.1 µM), inactives show top-dose activity change, negative = cytotoxic, usual class: cytotoxic | AID 1347075 | hit rate 1.4% among 400,000 | KB-3-1 viability, CellTiter-Glo ATP luminescence, 72 h; also: potency is read from the fitted curve at half-maximal effect; % is scaled to controls: 0 for no effect and ±100 for the full control effect; nearly all actives have a fitted effect of over 60% in size
#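 Viability of parental KB-3-1 cells, measured by CellTiter-Glo luminescence, followed a 72 h incubation at 37 °C with pinned compounds in phenol-red-free DMEM containing 10% FBS.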
# KB-V1 MDR tox: KB-V1 MDR subline cytotoxicity; AID 1347076; Potency, µM (titrated, usually from 46.1 µM), for the others: top-dose activity change, negative = cytotoxicity, most hits filed as cytotoxic; hit rate 3.4% among 400,000; KB-V1 MDR cells viability, CellTiter-Glo, 72 h; also: potency is read from the fitted curve at half-maximal effect; % is scaled to controls: 0 for no effect and ±100 for the full control effect; nearly all actives have a fitted effect of over 60% in size
#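 Cytotoxicity via CellTiter-Glo luminescence after 72 h compound exposure at 37 degrees C. Cells: drug-selected KB-V1 line, DMEM phenol-red free plus 10% FBS. Compounds tested at multiple concentrations; normalized data fitted to concentration-effect curves.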
# D3 antag: blocks the human D3 dopamine receptor; D3R cells, DiscoveRx beta-arrestin luminescence, antagonist mode; stronger effect = lower value; max response, negative = inhibition, %; hit rate 2.5% among 360,000; AID 652054; in the data active = max response below about -50%; inconclusive = no clear call, values can overlap the other calls; also: % is scaled to controls: 0 for no effect and ±100 for the full control effect; mostly tested at two doses, the higher about 12 µM
# Target sequence (P35462 whole entry, looked up): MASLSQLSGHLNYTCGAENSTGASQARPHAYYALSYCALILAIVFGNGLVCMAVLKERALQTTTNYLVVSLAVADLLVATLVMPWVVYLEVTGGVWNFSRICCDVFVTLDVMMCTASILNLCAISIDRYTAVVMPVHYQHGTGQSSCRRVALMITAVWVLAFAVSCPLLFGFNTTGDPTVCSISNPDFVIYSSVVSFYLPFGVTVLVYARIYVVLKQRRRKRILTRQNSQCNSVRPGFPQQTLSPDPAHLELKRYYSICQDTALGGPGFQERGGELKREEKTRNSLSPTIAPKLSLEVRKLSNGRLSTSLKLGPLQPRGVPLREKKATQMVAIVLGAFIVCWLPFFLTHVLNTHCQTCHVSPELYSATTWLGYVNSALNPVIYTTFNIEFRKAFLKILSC
#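 Cells plated overnight at 1500 cells/well, then exposed to library compounds with dopamine controls for 90 minutes at 37 degrees C. DiscoveRx reagent added for 30–60 minutes at room temperature; luminescence read, quantitative HTS format.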
# HT1080 IDH1KD tx: toxicity to HT-1080 IDH1 knockdown cells (counter line) | HT-1080 IDH1 knockdown viability, ATP luminescence, 48 h | Potency, µM (top dose mostly 46.1 µM), inactives show top-dose activity, negative = toxicity, usual class: cytotoxic | hit rate 2% among 360,000 | AID 686971;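 also: potency is read from the fitted curve at half-maximal effect; 0% = DMSO wells and -100% = cell-free medium wells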
#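 Cytotoxicity counter-line: IDH1KD HT-1080, 48 h, CellTiter-Glo. Curves classed by r2, magnitude and activity.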
# DRD3 agonist: agonists of human D3 dopamine receptor; P35462; D3R DiscoveRx beta-arrestin cells, luminescence, 90 min; max activation, %; hit rate 0.58% among 410,000; in the data active = max activation above about 30%; also: 0% is about no effect; mostly tested at two doses, the higher about 12 µM
#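 Cells at 1500/well, incubated overnight, then treated with pinned compounds (dopamine as control) for 90 min at 37 degrees C. DiscoveRx reagent added for 30 - 60 minutes at room temperature; luminescence read.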
# HT1080-NT tox: kills 2HG-producing HT-1080-NT fibrosarcoma cells; HT-1080-NT fibrosarcoma viability, CellTiter-Glo ATP luminescence, 48 h; hit rate 1.6% among 360,000; Potency, µM (highest dose often 46.1 µM), inactives show at the highest dose activity, negative = less viability, usual class: cytotoxic; AID 686970;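 also: NT is the 2HG producing partner of a matched IDH1 knockdown line; potency is read from the fitted curve at half-maximal effect; 0% = DMSO-treated cells and -100% = media-only wells without cells; nearly all actives have a fitted effect of over 55% in size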
#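 Luminescent CellTiter-Glo readout after 48 hours of compound exposure at 37 degrees C defined viability of HT-1080-NT cells. Activity was normalized to DMSO wells and cell-free media wells; concentration-response curves were fitted and assigned curve classes.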
# IL-1B inflam inh: inhibitors of inflammasome signaling (IL-1 beta secretion) | AID 743279 | hit rate 4.7% among 360,000 | activity change, % at 57.5 µM | THP-1 LPS/ATP IL-1B secretion, AlphaLISA, 16 h; stronger effect = lower value; in the data active = activity change below about -50%; inconclusive = mostly about -30% to -49%; also: % is scaled to controls: 0 for no effect and ±100 for the full control effect
#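 THP-1 cells pretreated 1 hr with compounds (up to 57.5 uM final), then stimulated with LPS (250 ng/mL final) plus ATP (1.25 mM final); secreted IL-1B measured by AlphaLISA after 16 hr, decreased signal indicating inhibition.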
# GLP1R ag: agonists of human GLP-1 receptor | HEK293 GLP-1R CRE-luciferase, luminescence, 4-6 h; cells express a hypersensitive GLP-1R form | Potency, µM (highest dose often 45.6 µM), for inactives: at the highest dose activation, actives largely listed as activators | hit rate 0.007% among 380,000; also: potency is read from the fitted curve at half-maximal effect; % of control where 0% means no effect
# Target sequence (P43220 whole entry, looked up): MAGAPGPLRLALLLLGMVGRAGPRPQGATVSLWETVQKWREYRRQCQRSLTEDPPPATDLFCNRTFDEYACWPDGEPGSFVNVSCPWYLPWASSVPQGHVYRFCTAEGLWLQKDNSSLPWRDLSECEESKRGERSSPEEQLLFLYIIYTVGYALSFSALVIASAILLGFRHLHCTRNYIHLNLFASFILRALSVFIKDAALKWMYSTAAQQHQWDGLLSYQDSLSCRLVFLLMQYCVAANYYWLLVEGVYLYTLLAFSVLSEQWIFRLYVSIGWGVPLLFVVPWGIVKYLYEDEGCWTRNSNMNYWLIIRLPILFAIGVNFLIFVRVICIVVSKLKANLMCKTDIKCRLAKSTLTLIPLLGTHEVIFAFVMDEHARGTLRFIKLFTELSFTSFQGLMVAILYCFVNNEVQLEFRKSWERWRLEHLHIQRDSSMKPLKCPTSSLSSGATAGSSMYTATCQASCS
# An asterisk follows results filed as active; i = inactive; ? = inconclusive; . = not tested or not shown; & = joins results of further samples; [ ] = remark or other dose. Unless noted, calls follow the shape of the dose curve; as a rule, active = well fitted curve in the direction sought with a large enough effect; inconclusive = small, poorly fitted or top-dose-only effect, or another doubt; inactive = no such curve, though single readings can be large; an effect the other way counts as inactive or inconclusive.
SMILES,SW480 rerep,KB-3-1 tox,KB-V1 MDR tox,D3 antag,HT1080 IDH1KD tx,DRD3 agonist,HT1080-NT tox,IL-1B inflam inh,GLP1R ag
CCn1c2ccccc2c2nc3ccccc3nc21,14%,-16%,0%,26,-17%,2,-17%,-12,?
COc1ccccc1-c1noc(CCC(=O)NC2CCCCC2)n1,8%,.,.,-5,3%,-6,-1%,-7,8%
O=C(CC1C(=O)NCCN1Cc1ccoc1)NCCc1ccc(Cl)cc1 (centres undefined),205%,13%,28%,3,16%,-3,-7%,-2,0%
CN(CC(=O)Nc1ccccc1Cl)C(=O)COC(=O)c1cccs1,7%,.,.,-17,-7%,-26,-1%,0,-2%
COc1ccc(CCNC(=O)c2noc(C)c2[N+](=O)[O-])cc1OC,-3%,18%,10%,-4,17%,-2,9%,22,1%
CC(=O)c1ccc(S(=O)(=O)NCCC(=O)OCC(=O)NCCc2ccccc2)cc1,?,6%,-3%,17,?,-3,-11%,i,4%
Cc1cc(Br)cc(Cl)c1OCC(=O)N1CCN(C(=O)c2ccco2)CC1,-6%,-2%,-8%,-1,3%,-2,-1%,3,3%
Cc1ccc(NC(=O)CSc2ncnc3ccccc23)cc1S(=O)(=O)N1CCCCC1,0%,-2%,-3%,-28,?,7,-29%,-95*,-2%
c1ccc(Cn2c(SCCN3CCOCC3)nnc2-c2cccnc2)cc1,-19%,-1%,1%,?,12%,-5,10%,-17,0%
C/C(=N/OC(=O)C1CC12CCC2)c1ccc(Br)cc1 (centres undefined),4%,6%,4%,5,3%,-2,8%,33,?
CN(C)c1ccc(/C=N/N=C/c2ccccc2O)cc1,-6%,13%,7%,-15,15%,1,6%,7,-18%
COc1ccccc1-n1c(CNC(=O)c2cccs2)n[nH]c1=S,-1%,1%,0%,2,13%,5,10%,-3,1%
O=C(Nc1ccc2nc3ccccc3nc2c1)c1ccccc1,.,15%,?,17,?,4,?,0,-5%
COc1ccccc1NC(=O)/C(C#N)=C/c1cccn1C,-6%,-9%,0%,-1,-1%,0,0%,9,0%
CCOC(=O)CC(=O)CSc1nc2c(cc1C#N)CCC2,?,-9%,22%,4,-27%,0,?,1,2%
CCc1nc2ccc(C(=O)N3CCCCC3)cn2c1N(CCC(C)C)CCN(C)C,.,0%,-7%,-11,15%,53*,16%,-14,-2%
Cc1ccc(C(=O)OCC(=O)NCc2ccco2)s1,?,15%,0%,8,14%,1,-10%,0,6%
C1=C[C@H]2CCCN3CC[C@@H]([C@@H]2[C@]32CO2)[C@H]1CCOCc1ccccc1,.,-19%,4%,29,-27%,1,-13%,-15,9%
C=CCn1c(SCc2c(C)noc2C)nc2sc3c(c2c1=O)CCCC3,?,18µM*,23µM*,20,?,-16,-19%[9.24 µM],-21,?
C/C(=N\Nc1c([N+](=O)[O-])c(C)nn1C)c1ccc(F)cc1F,-1%,?,?,8,25%,2,10%,-7,0%
COc1cc(C(=O)N=C2SC3CS(=O)(=O)CC3N2c2ccccc2)cc(OC)c1OC (centres undefined),-6%,20%,24%,2,11%,-1,-13%,10,5%
O=C(CN(Cc1ccc(F)cc1)C(=O)CCC(=O)Nc1ccccn1)NCc1ccc(F)cc1,-15%,12%,-19%,6,-9%,-3,12%,-5,8%
O=S1(=O)CCO[C@H]2Cc3ccccc3[C@H]2N1Cc1cccc(C(F)(F)F)c1,-6%,-13%&-21%,?,-17,0%,11,-1%,9,15%
COc1ccc(N(C(=O)c2snc(C(N)=O)c2N)C(C(=O)NC2CCCC2)c2ccc(OC)c(OC)c2)cc1 (centres undefined),13%,26%,-1%,-7,15%,-2,-2%,-21,15%
Oc1ccccc1C1=NN(c2ccccc2)C(c2ccccc2)C1 (centres undefined),8.2µM*,-11%,?,-30,?,-5,?,-28,4%
SMILES,SW480 rerep,KB-3-1 tox,KB-V1 MDR tox,D3 antag,HT1080 IDH1KD tx,DRD3 agonist,HT1080-NT tox,IL-1B inflam inh,GLP1R ag
CN(C)S(=O)(=O)c1cccc(C(=O)Nc2ccccc2[N+](=O)[O-])c1,?,-29%,-3%,0,?,3,-29%,?,8%
O=C1C=C(O)C(n2cncn2)C(c2ccc(F)cc2)C1 (centres undefined),5%[1.84 µM],2%,2%,24,9%,5,-1%,12,-2%
Cc1ccc(S(=O)(=O)CCC(=O)OCC(=O)NCC(=O)Nc2c(C)cc(C)cc2C)cc1,-37%[inhibitor],-5%,?,1,2%,-9,3%,-7,-9%
O=C(N/N=C/c1cccc(Br)c1)c1ccc(Cn2cc(Br)cn2)o1,0%,-2%,5%,18,-21%,-10,?,-73*,8%
Cc1ccccc1CN(c1ccc(C(=O)Nc2ccccc2C(=O)NCc2ccco2)cc1)S(C)(=O)=O,-12%,1%,8.2µM*,-5,?,-3,-10%,-5,-8%
Cc1ccc(C(=O)NCCCNC(=O)c2ccccn2)cc1,-33%[inhibitor],0%,-5%,6,-6%,19,1%,20,2%
O=C1C2C3C=CC(C4CC34)C2C(=O)N1/N=C/c1ccc([N+](=O)[O-])s1 (centres undefined),-1%,8%,3%,-14,18%,-5,14%,19,-5%
N#Cc1ccc(CSCC(=O)NN=C2CCCC2)cc1,-17%,25%,1%,-19,4%,-1,-15%,17,9%
O=C(COC(=O)CSc1ccc(Cl)cc1)Nc1ccc2[nH]c(=O)[nH]c2c1,-6%,1%,-11%,-14,-2%,-2,-8%,0,12%
CCn1cc(C2C3=C(CC(C)(C)CC3=O)N(c3ccc(C)cc3)C3=C2C(=O)CC(C)(C)C3)c(C)n1,1%,-8%,2%,-5,-3%,-1,-2%,4,0%
CCOC(=O)Cc1csc(NS(=O)(=O)c2ccc(F)cc2)n1,-1%,14%,?,4,16%,4,13%,3,5%
Cc1cccc(OCCCCCN2CCOCC2)c1C,-10%,-4%,-13%,10,6%,-13,-6%,20,7%
CCOC(=S)SCc1cn2ccccc2n1,-5%,-6%,-1%,-23,-20%,-9,-2%,?,3%
COc1cc(C(=O)NC(C)c2cc(C)ccc2C)ccc1OCC(=O)N1CCOCC1 (centres undefined),-5%,6%,-23%,?,-7%,-5,6%,0,4%
CSc1nc(N)nc(C(C)C)n1,-16%,?,0%,8,-2%,5,0%,7,14%
Cc1ccc(O)c(C(=O)c2cnc3c(c2)c(C)nn3C)c1,-27%,-1%,?,8,-19%,7,-2%,-9,21%
CC(=O)Nc1ccc(C(=O)Nc2cccc(S(=O)(=O)N(C)c3ccccc3)c2)cc1,-23%,0%,4%,-23,-13%,4,-4%,8,2%
N#Cc1ccccc1Sc1ccccc1C(=O)Nc1ccc(Br)cc1,7%,2%,18µM*,-11,-1%,-4,1%,-9,-4%
Cc1ccc(N(C)C(=O)C2CCN(S(=O)(=O)c3ccc4c(c3)oc(=O)n4C)CC2)cc1,-9%,7%,2%,0,9%,0,18%,-9,-3%
CS(=O)(=O)N1CCN(C(=O)Cc2cccs2)CC1,-3%,-2%,15%,14,-4%,4,-1%[9.24 µM],43,-15%
Cc1ccc(SCC(=O)NCCN2C(=O)CSC2=O)cc1C,-3%,2%,11%,-27,0%,-7,0%,20,-1%
COc1ccc([C@H]2[C@@H](C#N)[C@H](C#N)N3CCCN23)cc1,0%,21%,2%,-14,13%,7,16%,3,-2%
COC(=O)[C@]12CCCCC=C1N(Cc1ccco1)C(=O)[C@H](CC(=O)NCc1cccc3ccccc13)C2,.,?,9%,-1,-13%,-3,-6%,-8,3%
COc1ccc(CCNC(=O)c2coc(=O)c(Br)c2)cc1,?,?,-2%,-11,?,1,?,0,-8%
COC(=O)c1cc(NC(=O)C2COc3ccccc3O2)cc(C(=O)OC)c1 (centres undefined),9%,2%,-15%,7,-16%,5,-2%,8,5%
SMILES,SW480 rerep,KB-3-1 tox,KB-V1 MDR tox,D3 antag,HT1080 IDH1KD tx,DRD3 agonist,HT1080-NT tox,IL-1B inflam inh,GLP1R ag
COc1cccc(CC(=O)OCC(=O)NC2(C#N)CCCCC2)c1,-7%,0%,3%,-8,1%,3,5%,16,-5%
COc1ccccc1N1CCN(C(=O)CCNS(=O)(=O)c2ccc3c(c2)CCC(=O)N3)CC1,-1%,3%,10%,1,-2%,-4,-2%,25,-8%
COc1ccc(Cl)cc1Nc1nc2ccc(C)cc2n2cnnc12,-10%,-2%,-1%,-24,19%,7,14%,60,20%
CN(C)c1ccc(Nc2cc(Cl)ncn2)cc1,-14%,-1%,16%,6,7%,14,1%,8,23%
Cc1noc(C)c1CSCC(=O)N(C)CC(=O)Nc1ccc(Cl)c(Cl)c1,-1%,-26%,5.8µM*,3,-11%,3,-1%,?,-5%
CCOC(=O)C1C(=O)CC(C)(O)C(C(=O)OCC)C1c1ccc(Br)o1 (centres undefined),-1%,-21%,-6%,1,3%,2,-3%,-8,-10%
COc1ccc(COc2cc(-c3cccc(OC)c3)nc3ccc(NC(C)=O)cc23)cc1,?,-23%,0%,9,-6%,13,-20%,1,7%
N=C1C(c2ccccc2)=C(O)CN1c1cccc(S(=O)(=O)NCc2ccco2)c1,-10%,-5%,11%,12,0%,4,0%,7,14%
CCOc1ccc(Oc2ccc(C(F)(F)F)cc2NC(=O)C2=COCCO2)cc1,0%,-19%,-8%,9,0%,0,-1%,-21,0%
O=C(CSc1nc(-c2ccccc2)nc2ccc(F)cc12)Nc1cccc(C(=O)O)c1,-12%,-1%,10%,-26,4%,-13,-7%,13,2%
COc1ccccc1N1CCN(C(=O)C2CCC(CNS(=O)(=O)c3ccc(NC(C)=O)cc3)CC2)CC1 (centres undefined),?,7%,0%,-11,-12%,-2,-16%,3,0%
CCOc1ccc(Cl)cc1S(=O)(=O)N1CCC(C(=O)NCc2cccnc2)CC1,-11%,0%,-8%,3,10%,-2,25%,-6,10%

# Screening data deposited in PubChem BioAssay by National Center for Advancing Translational Sciences (NCATS).
